# Screens from PubChem.
# RTF Ca sens act: cardiac RTF calcium sensitization; activation, % at 7.2 µM; AID 493008; hit rate 0.24% among 340,000; IANBD-labeled TnC RTF fluorescence at EC20 calcium; 0% EC20 calcium, 100% full calcium;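 active means activation above the mean over all tested compounds plus 3 SD, cut at about 30% in these data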;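 further: rise in fluorescence read as greater calcium sensitivity of cardiac thin filaments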
# MITF act: activators of MITF-driven TRPM1 promoter activity in SK-MEL-5 cells; AID 588334; SK-MEL-5 TRPM1-promoter luciferase, 24 h; % of positive control, neutral wells = 0; hit rate 0.75% among 300,000; activation, % at 12.5 µM;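 active means mean activation of at least 80% with every replicate also reaching 80%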;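 further: 0% = neutral control wells and 100% = parthenolide positive control wells; values of inactives mirror those of a sister screen read the other way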
# CAL PDZ FP-1: blocks peptide binding to the human CAL PDZ domain; Q9HD26; purified CAL PDZ, TMR-peptide fluorescence polarization, 1 h; inhibition, % at 24.9 µM; hit rate 0.92% among 300,000; AID 602252;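 active means mean inhibition of at least 30% with at least half of replicates also reaching 30%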;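 further: 0% = DMSO neutral control and 100% = excess unlabeled competitor peptide PRC23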
# Rtt109 Vps75: inhibitors of Candida albicans Rtt109/Vps75 histone acetyltransferase. inhibition, % at 34.9 µM. AID 540336. Q5AAJ8. purified Rtt109/Vps75, ThioGlo CoA-SH fluorescence, 4 h. hit rate 0.16% among 330,000;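 active means inhibition of at least 50% in every replicate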
# Target sequence (Q5AAJ8 whole entry, looked up): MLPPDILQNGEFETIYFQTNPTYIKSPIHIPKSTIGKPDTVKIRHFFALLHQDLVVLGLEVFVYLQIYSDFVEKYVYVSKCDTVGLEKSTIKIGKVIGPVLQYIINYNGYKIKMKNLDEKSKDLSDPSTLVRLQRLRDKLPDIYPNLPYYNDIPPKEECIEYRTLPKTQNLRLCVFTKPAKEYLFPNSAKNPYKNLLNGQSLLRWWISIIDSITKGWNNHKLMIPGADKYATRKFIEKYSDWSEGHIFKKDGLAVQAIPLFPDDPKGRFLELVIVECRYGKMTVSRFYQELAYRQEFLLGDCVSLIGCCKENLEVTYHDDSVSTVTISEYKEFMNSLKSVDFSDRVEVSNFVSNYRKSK
# CDK5 inh: CDK5/p35 (human) kinase inhibition; Recombinant CDK5/p35, ADP-Glo luminescence, 60 min; inhibition, % at 10 µM; hit rate 0.01% among 330,000; AID 488839;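 active means highest replicate inhibition of at least 50% and at least 75% of replicates reaching 50%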;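 further: plate controls were DMSO neutral control for no effect and GW8510 at 10 µM for full effect; many of its hits are not listed in these tables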
# Target sequence (Q00535 whole entry, looked up): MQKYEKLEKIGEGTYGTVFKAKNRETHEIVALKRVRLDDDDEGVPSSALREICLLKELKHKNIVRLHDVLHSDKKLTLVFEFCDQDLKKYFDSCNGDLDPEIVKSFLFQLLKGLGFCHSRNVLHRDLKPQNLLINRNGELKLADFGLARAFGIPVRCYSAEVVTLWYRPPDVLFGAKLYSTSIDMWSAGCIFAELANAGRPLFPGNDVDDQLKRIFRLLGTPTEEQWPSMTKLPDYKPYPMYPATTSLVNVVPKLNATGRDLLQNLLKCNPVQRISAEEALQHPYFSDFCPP
# Target sequence (Q15078 whole entry, looked up): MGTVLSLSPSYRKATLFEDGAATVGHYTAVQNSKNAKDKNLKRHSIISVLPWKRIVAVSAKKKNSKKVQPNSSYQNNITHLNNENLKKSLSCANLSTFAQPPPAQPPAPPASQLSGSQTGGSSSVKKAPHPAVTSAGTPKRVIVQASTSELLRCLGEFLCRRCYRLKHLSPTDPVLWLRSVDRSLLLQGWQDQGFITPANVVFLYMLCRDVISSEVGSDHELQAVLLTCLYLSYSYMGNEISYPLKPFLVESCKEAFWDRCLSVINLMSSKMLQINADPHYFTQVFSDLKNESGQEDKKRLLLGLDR
# Wnt bcat act: Wnt/beta-catenin pathway activation | AID 743398 | Wnt/beta-catenin reporter cell assay, activator, plate reader | activation, % at 9.35 µM | hit rate 1.2% among 300,000; in the data active means activation above about 30%, passing the limit was not always enough;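 further: 0% = neutral control wells and 100% = positive control wells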
# dFosB activator: enhances mouse delta FosB homodimer DNA binding; P13346; purified delta FosB, TAMRA-CDK5 oligo fluorescence polarization; percent of positive-control signal above neutral wells; activation, % at 25 µM; hit rate 0.99% among 340,000; AID 493131;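 active means mean activation above about 17%, with every replicate also reaching it, limit read from the data, passing the limit was not always enough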;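 further: fluorescence polarization rise as delta FosB binds a TAMRA Cdk5 AP-1 oligo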
# CAL PDZ FP-2: human CAL PDZ-peptide interaction inhibition; AID 504414; hit rate 0.02% among 330,000; purified CAL PDZ, TMR-peptide fluorescence polarization, 1 h; Q9HD26; inhibition, % at 20 µM;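 active means highest replicate inhibition of at least 40%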;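 further: plate controls were DMSO neutral control wells for no effect and unlabeled competitor peptide control wells for full effect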
#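 System: tagged CAL PDZ domain. Schedule: 1 h room-temperature incubation prior to read. Signal: fluorescence polarization (mP). Measure: percent inhibition from loss of millipolarization.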
# Tat transport: blocks Tat-dependent protein export in E. coli; hit rate 0.036% among 340,000; AID 488895; E. coli MC4100 TorA-mCherry Tat export, fluorescence; inhibition, % at 10 µM;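 active means mean replicate inhibition at least 50% and at least half of replicates individually reaching 50%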;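 further: exported cargo escapes ClpAP degradation while cytoplasmic cargo is degraded and loses fluorescence; 0% = median of neutral control wells and 100% = median of NaSCN control wells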
# V-ATPase pH: yeast V-ATPase proton transport regulation by pHLuorin; S. cerevisiae, pHLuorin cytosolic pH fluorescence; response, % at 10 µM; hit rate 0.37% among 350,000; AID 504577; in the data active means response mostly above about 7.3%, no sharp cut-off; inactive means mostly below about 5.4%; further: actives read high; inactives centre near 0; some compounds called inactive have numbers as strong as hits; reference of the scale not given here
# * hit, by the source's call; . = no result given.
SMILES,RTF Ca sens act,MITF act,CAL PDZ FP-1,Rtt109 Vps75,CDK5 inh,Wnt bcat act,dFosB activator,CAL PDZ FP-2,Tat transport,V-ATPase pH
Cc1ccc(S(=O)(=O)c2nc(-c3ccc(F)cc3)oc2N2CCOCC2)cc1,6.9,5.3,0.1,-11.5,0.3,0.0,-7.0,-0.8,1.4,-3.7
O=c1cccccc1NN=C1CCCCC1,9.2,14.2,.,4.0,0.5,25.4,7.1,-1.0,-9.5,-1.8
O=C(NC1CCCCC1)c1nc2c(nnn2Cc2ccccc2Cl)c(=O)[nH]1,-0.8,0.2,.,17.3,2.7,.,-4.6,-4.1,-3.5,-1.4
CCC1(C)COC(C)(CC(=O)NNC(=O)Nc2ccccc2)OC1 (stereo unspecified),-0.8,8.9,4.3,-13.2,0.8,-0.6,4.5,-0.7,6.6,-2.3
COc1ccccc1NS(=O)(=O)c1cc(NC(=O)CN2C(=O)NC3(CCCCC3)C2=O)ccc1C,5.5,14.3,.,11.3,-1.9,0.1,-0.8,-1.2,1.7,11.9
C=CCNC(=S)Nc1cccc(NC(=S)NCC=C)c1,7.4,-1.9,0.8,3.8,1.5,5.0,2.3,-2.3,-0.5,-0.7
COCCNC(=O)c1c(NC(=O)c2nc(SC)ncc2Cl)sc2c1CCCC2,-9.0,-3.5,-1.1,8.8,-1.5,-1.8,6.7,-2.5,-3.5,-1.6
CSc1ccccc1C(=O)NC1CCSc2ccccc21 (stereo unspecified),-7.8,18.3,-6.4,10.3,1.3,2.6,-7.3,-0.3,-3.1,-3.1
CC1(c2ccccc2)NC(=O)N(CCOc2ccccc2)C1=O (stereo unspecified),-5.1,2.3,0.5,10.8,2.0,.,-6.2,-0.8,-1.8,0.8
Nc1cccc2c(O)cc(S(=O)(=O)O)cc12,-11.9,2.8,-1.6,11.7,-22.5,.,-27.5,-2.0,-2.6,2.6
COc1ccc2sc(N(CCCN(C)C)C(=O)c3nc4ccccc4s3)nc2c1,-1.2,-8.5,-4.2,-3.3,-0.1,3.8,11.3,-7.3,3.5,5.0
COc1cc(NC(=O)COC(=O)/C=C/c2ccc(OC)c(OC)c2)cc(OC)c1,9.7,-12.2,-3.6,-0.2,1.4,-1.5,-22.2,-0.1,-5.4,8.7
CC(=O)c1c(C(C)=O)c(C)n(C2CCCCC2)c1C,2.9,1.3,-2.0,1.4,-0.7,.,4.3,0.1,-6.1,.
CN(C(=O)CSc1nc2ccc(Cl)cc2[nH]1)C1CCS(=O)(=O)C1 (stereo unspecified),2.0,-8.9,-2.0,15.7,-1.0,-3.6,-1.4,-0.1,6.1,-4.2
O=C(CN1C(=O)COc2ccc(S(=O)(=O)N3CCOCC3)cc21)Nc1cccc(Cl)c1,-7.1,0.7,-3.5,-5.0,1.0,1.3,-7.8,-1.8,-2.2,-0.9
CC1CCCC(NC(=O)CCCn2c(=S)[nH]c3ccccc3c2=O)C1C (stereo unspecified),-1.0,-5.5,-1.3,8.9,0.9,-2.2,-0.6,0.4,-0.7,4.4
CCCNC(=O)CCn1nc(-c2ccccc2)c2ccccc2c1=O,-5.8,-8.6,-1.3,-4.2,1.7,.,-3.5,-0.8,-4.5,2.1
CC12CCCCC1C(C(N)=O)C(=O)O2 (stereo unspecified),0.0,10.1,-2.1,5.2,-0.2,-4.0,-5.3,0.7,6.9,1.0
COC(=O)c1ccc(CSc2nc3cc(Cl)ccc3o2)cc1,-2.9,-5.0,1.3,1.4,0.9,-3.2,-5.0,-1.0,-0.6,-0.9
O=[N+]([O-])c1c(Nc2ccccc2O)cc(N2CCOCC2)c2nonc12,0.5,4.7,0.4,1.4,-0.1,-3.0,-1.8,-1.8,5.5,-1.9
Cc1cccc(C(=O)N2CCN(c3ccc([N+](=O)[O-])c(NCc4ccco4)c3)CC2)c1,-1.2,-0.4,2.2,8.2,0.2,.,-8.5,-1.2,8.5,-0.9
O=C(Nc1cccc(Cl)c1)c1nc[nH]c1C(=O)NCCCNC(=O)c1[nH]cnc1C(=O)Nc1cccc(Cl)c1,11.7,12.4,0.7,-6.8,0.4,-8.5,-19.1,-0.9,-5.4,1.0
OC(c1ccccn1)C(O)c1ccccn1 (stereo unspecified),-4.8,6.7,-1.5,-13.9,0.4,-0.1,-14.1,-0.3,-5.8,-2.5
O=C(c1ccccc1)N1CCN(C(=O)N2CCOCC2)CC1,-0.7,-0.8,-1.9,-1.3,1.9,1.1,-6.7,-1.3,-5.1,-1.0
O=C1C(=O)N(CCCN2CCOCC2)C(c2ccc([N+](=O)[O-])cc2)/C1=C(/O)c1ccc2c(c1)OCO2 (stereo unspecified),2.2,-1.1,-3.4,-3.0,-8.1,0.1,-4.8,-0.3,-0.7,3.0

# (cont.)
SMILES,RTF Ca sens act,MITF act,CAL PDZ FP-1,Rtt109 Vps75,CDK5 inh,Wnt bcat act,dFosB activator,CAL PDZ FP-2,Tat transport,V-ATPase pH
C/C(=N/NC(=O)Cc1c(C)[nH][nH]c1=O)c1ccc(O)cc1,11.2,8.1,-0.5,6.8,0.7,-3.1,3.0,-1.0,-12.8,3.8
COc1ccc(CNC(=O)C(NC(C)=O)C(=O)Nc2ccc(C(C)C)cc2)cc1 (stereo unspecified),-10.4,-9.6,4.8,10.4,0.1,-2.5,-2.2,-1.4,-3.6,5.9
Cc1ccc(Cl)cc1N(CC(=O)N1CCCCCC1)S(C)(=O)=O,2.6,.,-4.4,-3.0,1.2,-6.3,-9.8,0.2,-0.2,-2.6
CSc1ccccc1OCc1cc(C(=O)NC(C)Cc2cccc(C)n2)no1 (stereo unspecified),1.6,10.8,-2.1,-0.7,-0.8,12.0,-5.0,-1.4,-0.6,-0.5
CC1CCc2sc(C(=O)NNC(=S)NCC3CCCO3)cc2C1 (stereo unspecified),0.6,-6.7,-1.3,-19.9,-2.3,-0.7,-12.1,-1.3,-5.3,-1.4
O=C(COC(=O)c1ccc(Cl)nc1)NC(=O)c1ccccc1,-0.8,16.9,-0.5,2.3,1.1,-0.7,-3.2,-0.8,5.1,-2.9
CNC(=O)CCn1nc(-c2ccc(C)cc2)c2ccccc2c1=O,-9.2,-6.0,-3.5,3.5,0.7,.,1.6,-1.5,-1.0,2.8
COc1ccccc1C(=O)NC(CCSC)C(=O)NCc1ccccn1 (stereo unspecified),3.2,-2.3,-4.5,11.3,0.8,0.1,3.5,-1.6,8.0,5.6
COc1ccccc1OCCOCCn1cnc2ccccc2c1=O,-0.6,-0.8,-1.5,-1.1,1.9,.,4.9,-1.3,-6.2,2.4
COCC1CCN(C(=O)c2ccc(OC3CCN(Cc4ccccn4)CC3)cc2)C1 (stereo unspecified),-4.3,-5.6,2.6,-6.8,0.8,-0.1,-10.9,0.2,-1.8,2.3
O=C(Cc1ccc(Br)cc1)NCCc1ccccc1,0.7,.,.,1.8,-3.5,7.5,8.4,-0.8,-7.0,0.8
Cc1c(CC(=O)NCC(=O)O)c(=O)oc2cc3oc4c(c3cc12)CCCC4,0.1,-3.2,-5.5,-4.9,1.1,-0.5,-6.4,-1.1,-6.3,2.4
COC(=O)c1ccc(C2C(C#N)=C(C)NC3=C2C(=O)CC(C)(C)C3)cc1 (stereo unspecified),13.8,.,1.5,-1.6,0.8,.,-11.5,-1.7,-17.5,-2.2
CCOC(=O)c1ccccc1NC(=O)CSC(C)C(=O)Nc1cc(C)on1 (stereo unspecified),-3.0,1.8,-3.8,-7.5,0.4,-1.8,2.6,-2.0,3.4,-2.5
COc1ccc(CNC(=O)C2CC(c3ccccc3C(F)(F)F)=NO2)cc1 (stereo unspecified),0.3,-5.6,2.8,-1.0,0.2,-1.9,-1.5,-1.1,-5.2,-7.3
Cc1snc2sc(C(=O)c3ccc(F)cc3)c(N)c12,-4.8,24.0,8.9,2.9,-1.4,14.6,2.8,1.4,-3.3,-0.5
CC(C)C(=O)Nc1cccc(NC(=S)NC(=O)c2ccc3c(c2)OCO3)c1,4.7,76.0,-0.3,-3.5,0.5,27.1,1.6,-2.7,-5.5,-0.3
CC(C)(C)c1[nH]nc2c1C(c1cccnc1)C(C#N)=C(N)O2 (stereo unspecified),5.6,-7.6,-0.6,-0.6,-2.9,-2.5,2.6,-3.5,3.9,5.6
O=C(CC1C(=O)NCCN1CC1CCCCC1)NCCCN1CCOCC1 (stereo unspecified),-3.7,-4.0,6.3,-9.3,1.2,16.9,-6.0,-1.1,2.1,-1.7
COc1ccc(CCn2c(=N)c(S(=O)(=O)c3ccccc3)cc3c(=O)n4ccccc4nc32)cc1,-6.1,-5.2,-3.7,-17.6,1.2,-1.7,6.2,-2.6,-0.8,-0.9
CC(=O)N=C1SC2CS(=O)(=O)CC2N1c1ccccc1Cl (stereo unspecified),0.6,7.8,2.0,-2.7,-0.4,-3.0,3.4,-4.2,-7.2,0.7
COc1ccc(-c2nnc3ccc(SCC(=O)NCc4ccco4)nn23)cc1OC,5.6,2.5,.,0.5,-5.1,.,-2.7,-4.9,-4.6,-3.5
CN(C)C=NC(=O)c1cc(C(=O)c2ccccc2)c[nH]1,2.7,-2.4,-0.2,-0.7,0.1,-6.0,-2.7,0.0,0.7,1.9
CCOc1ccc(CCNC(=O)c2cnc(C)cn2)cc1OCC,-0.6,-5.9,-1.0,2.8,1.4,-2.0,-12.2,-2.6,-12.6,-2.0
N#CC1c2ccccc2C=CN1C(=O)c1ccccc1 (stereo unspecified),0.8,16.5,-3.2,42.4,0.7,1.5,-0.4,-0.8,-2.0,-6.5

# Just CDK5 inh and RTF Ca sens act, for 4 of the compounds above:
molecule | CDK5 inh | RTF Ca sens act
CC(C)C(=O)Nc1cccc(NC(=S)NC(=O)c2ccc3c(c2)OCO3)c1 | 0.5 | 4.7
COc1ccc(-c2nnc3ccc(SCC(=O)NCc4ccco4)nn23)cc1OC | -5.1 | 5.6
CC1CCc2sc(C(=O)NNC(=S)NCC3CCCO3)cc2C1 (stereo unspecified) | -2.3 | 0.6
O=C(Cc1ccc(Br)cc1)NCCc1ccccc1 | -3.5 | 0.7

# Three entries from above, with bars between the fields:
mol | RTF Ca sens act | MITF act | CAL PDZ FP-1 | Rtt109 Vps75 | CDK5 inh | Wnt bcat act | dFosB activator | CAL PDZ FP-2 | Tat transport | V-ATPase pH
O=[N+]([O-])c1c(Nc2ccccc2O)cc(N2CCOCC2)c2nonc12 | 0.5 | 4.7 | 0.4 | 1.4 | -0.1 | -3.0 | -1.8 | -1.8 | 5.5 | -1.9
CC12CCCCC1C(C(N)=O)C(=O)O2 (stereo unspecified) | 0.0 | 10.1 | -2.1 | 5.2 | -0.2 | -4.0 | -5.3 | 0.7 | 6.9 | 1.0
O=C(c1ccccc1)N1CCN(C(=O)N2CCOCC2)CC1 | -0.7 | -0.8 | -1.9 | -1.3 | 1.9 | 1.1 | -6.7 | -1.3 | -5.1 | -1.0

# A draw from above in order of number of heavy atoms, rising.
SMILES,RTF Ca sens act,MITF act,CAL PDZ FP-1,Rtt109 Vps75,CDK5 inh,Wnt bcat act,dFosB activator,CAL PDZ FP-2,Tat transport,V-ATPase pH
O=C(COC(=O)c1ccc(Cl)nc1)NC(=O)c1ccccc1,-0.8,16.9,-0.5,2.3,1.1,-0.7,-3.2,-0.8,5.1,-2.9
CCOC(=O)c1ccccc1NC(=O)CSC(C)C(=O)Nc1cc(C)on1 (stereo unspecified),-3.0,1.8,-3.8,-7.5,0.4,-1.8,2.6,-2.0,3.4,-2.5
COc1ccc(CNC(=O)C(NC(C)=O)C(=O)Nc2ccc(C(C)C)cc2)cc1 (stereo unspecified),-10.4,-9.6,4.8,10.4,0.1,-2.5,-2.2,-1.4,-3.6,5.9
